TAAR1 antag – human TAAR1 antagonism; Q96RJ0; CHO RD-HGA16 TAAR1, Fluo-8 calcium fluorescence, antagonist; inhibition, % at 3 µM; hit rate 1.5% among 360,000;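 active = inhibition above a per-plate cutoff, the mean inhibition of test compounds on that plate plus 3 SD, cut at about 49% in these data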;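 note: 0% = DMSO plus EC80 beta-PEA response and 100% = DMSO alone without agonist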
Target sequence (Q96RJ0 whole entry, looked up): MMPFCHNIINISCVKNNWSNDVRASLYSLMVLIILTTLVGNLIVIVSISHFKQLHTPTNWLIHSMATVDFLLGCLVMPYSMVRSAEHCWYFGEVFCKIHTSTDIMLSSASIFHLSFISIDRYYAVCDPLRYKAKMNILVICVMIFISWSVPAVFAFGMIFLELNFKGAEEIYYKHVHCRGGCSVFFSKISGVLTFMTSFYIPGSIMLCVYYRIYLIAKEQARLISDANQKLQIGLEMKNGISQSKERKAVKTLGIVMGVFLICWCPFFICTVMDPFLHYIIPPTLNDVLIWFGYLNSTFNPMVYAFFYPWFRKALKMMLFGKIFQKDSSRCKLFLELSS
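System: RD-HGA16 CHO cells with stable hTAAR1 and Gα16 | Probe or stimulus: EC80 β-phenethylamine stimulus | Dosing: 3 µM, single point | Times: Dye loading 75 min at 37 °C, then 30 min room temperature | Measured by: Fluo-8 calcium-sensitive fluorescence | Read-out basis: % inhibition of agonist calcium response | Replicates: n of 1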
CHO parental Ca – counter-screen: ATP calcium response change in parental CHO cells; parental CHO-K1, ATP-induced calcium, Fluo-8 fluorescence; inhibition, % at 5.6 µM; hit rate 0.63% among 330,000; AID 463079;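 active = inhibition above that plate's mean sample inhibition plus 3 SD, cut at about 26% in these data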;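 note: 0% = ATP-challenged DMSO wells and 100% = DMSO wells without ATP; some compounds past the cut are filed as inactive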
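Assay system: untransfected parental CHO cell line. Also added: ATP agonist challenge. Dosing: one dose, 5.6 µM nominal. Measured by: Fluo-8 fluorescence. Read-out: % inhibition. Benchmarks: ATP wells versus no-ATP DMSO wells. Repeats: no replicates.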
M1 antag – blocks human M1 muscarinic receptor; CHO-K1 hM1, Fluo-8 calcium fluorescence, ACh EC80 antagonist; P11229; inhibition, % at 3 µM; hit rate 1.3% among 360,000;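 active = percent inhibition above its own plate's cutoff, namely the mean of that plate's compound wells plus 3 SD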;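 note: peak over basal fluorescence ratio during 140 s after agonist addition; 0% = ACh EC80 plus DMSO and 100% = DMSO alone without agonist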
Target sequence (P11229 whole entry, looked up): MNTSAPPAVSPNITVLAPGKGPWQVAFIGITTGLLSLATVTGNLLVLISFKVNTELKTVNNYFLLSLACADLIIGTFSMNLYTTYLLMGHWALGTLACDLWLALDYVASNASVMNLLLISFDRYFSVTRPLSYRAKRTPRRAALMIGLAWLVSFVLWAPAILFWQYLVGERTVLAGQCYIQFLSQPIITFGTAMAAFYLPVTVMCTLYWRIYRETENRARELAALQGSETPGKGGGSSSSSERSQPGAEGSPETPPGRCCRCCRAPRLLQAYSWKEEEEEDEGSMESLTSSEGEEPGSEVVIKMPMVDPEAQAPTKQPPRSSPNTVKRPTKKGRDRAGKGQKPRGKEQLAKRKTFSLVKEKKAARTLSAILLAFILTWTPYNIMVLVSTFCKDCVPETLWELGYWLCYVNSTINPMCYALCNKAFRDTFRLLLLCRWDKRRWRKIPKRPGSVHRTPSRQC
TAAR1 ag – human TAAR1 agonism; Q96RJ0; CHO RD-HGA16 TAAR1, Fluo-8 calcium fluorescence; vehicle wells 0%, saturating PEA agonist 100%; activation, % at 3 µM; hit rate 0.99% among 360,000; AID 624467;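 active = activation above the mean activation of all test compounds in the run plus 3 SD, cut at about 38% in these data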
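Test system: RD-HGA16 (CHO) cells co-expressing Gα16 and hTAAR1 / Benchmarks: DMSO vehicle as 0%, PEA at EC100 as 100% / Repeats: no replicates (n 1) / Measure: % activation from peak over basal fluorescence ratio, DMSO-to-PEA scaled / Timing: 17-24 h plating, Fluo-8 75 min 37 °C, 30 min RT / Technique: kinetic Fluo-8 calcium fluorescence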
CHO-K1 Ca antag – nonselective inhibitor or artifact in parental CHO-K1 cells; AID 602250; hit rate 0.6% among 360,000; inhibition, % at 3 µM; ATP-induced calcium, Fluo-8 fluorescence;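 active = inhibition above a per-plate cutoff, the plate's mean sample inhibition plus 3 SD, cut at about 24% in these data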;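 note: 0% = DMSO plus EC80 ATP and 100% = DMSO alone without ATP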
CHO-K1 Ca PAM – counter-screen for M1 PAMs: effect in parental CHO-K1 cells. ATP EC20, Fluo-8 calcium fluorescence; 0% at ATP EC20, 100% at ATP max. activation, % at 3 µM. hit rate 0.02% among 360,000. AID 602247;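 active = activation above the run cutoff, the mean activation of all test compounds plus 3 SD, cut at about 40% in these data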;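 note: peak over basal fluorescence ratio in a 140 s read after ATP addition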
M1 PAM – human CHRM1 positive allosteric modulation. P11229. CHO-K1 hM1, Fluo-8 calcium fluorescence, ACh EC20; 0% = ACh EC20, 100% = maximal ACh. activation, % at 3 µM. hit rate 0.088% among 360,000. AID 588819; in the data active = activation above about 19%, passing the limit was not always enough
M1 ag – human M1 muscarinic receptor agonism. P11229. AID 588814. activation, % at 3 µM. CHO-K1 hM1, Fluo-8 calcium fluorescence, agonist mode; 0% DMSO, 100% acetylcholine EC100. hit rate 0.33% among 360,000;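 active = activation above the run's mean compound activation plus 3 SD, cut at about 16% in these data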;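 note: peak over basal fluorescence ratio within a 140 s kinetic read after compound addition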
M1 ag parental – counter-screen for M1 agonists: effect in parental CHO-K1 cells; Fluo-8 calcium fluorescence; scaled to maximal ATP response, vehicle zero; activation, % at 3 µM; hit rate 0.48% among 360,000; in the data active = activation above about 15%;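 note: untransfected CHO-K1 host cells lacking M1 receptor as counterscreen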
Numbers without * were called inactive; . = no result given.

SMILES	TAAR1 antag	CHO parental Ca	M1 antag	TAAR1 ag	CHO-K1 Ca antag	CHO-K1 Ca PAM	M1 PAM	M1 ag	M1 ag parental
COc1ccc(/C=C2/CCCC(C(=O)C(F)(F)F)=C2O)cc1OC	-20.2	-20.0	7.0	-1.5	-5.5	4.1	-5.0	-3.5	0.7
Cc1cc(C)n(CCc2nc(-c3cc4ccccc4o3)cs2)n1	18.9	37.6*	14.0	23.6	8.0	10.2	-6.2	-0.2	6.5
Cc1cccc(C(=O)NC2CCN(CC(=O)NCc3ccccc3F)CC2)c1	0.3	-13.4	-24.5	-1.8	-11.0	5.6	16.9	2.1	0.8
CN1CCc2c(sc(NC(=O)CS(=O)(=O)c3ccc(F)cc3)c2C(N)=O)C1	-32.4	-12.0	-9.8	1.2	-9.8	9.0	5.5	-1.1	1.6
COC(=O)c1cc(NC(=O)CN2CCN(C(C)=O)CC2)cc(C(=O)OC)c1	19.7	8.2	3.3	0.3	-1.4	6.5	-1.6	-6.3	0.6
CC1C(=O)N(Cc2cn(Cc3ccco3)nn2)CCS(=O)(=O)N1Cc1ccc(-c2ccncc2)cc1 (stereo not given)	0.1	.	-9.7	0.1	-4.8	-5.6	4.4	-8.8	0.0
Cc1c(C(=O)Nc2ccccn2)oc2c(Cl)cccc12	-5.6	-47.2	8.4	6.5	-4.6	11.1	-3.6	-2.3	0.4
COc1ccc(Cl)cc1S(=O)(=O)NC(C)C(=O)NCCN1CCOCC1 (stereo not given)	2.0	.	9.1	6.7	-16.2	14.2	-0.7	-6.8	0.3
COc1ccc(N2CCN(C(=O)C34CCC(C)(C(=O)C3)C4(C)C)CC2)cc1 (stereo not given)	4.3	-5.2	-9.8	2.4	2.6	13.1	7.4	-3.4	0.4
CC1(C(=O)NCc2cccnc2)CCN1C(=O)Cc1cccs1 (stereo not given)	-3.5	.	-8.0	3.7	-6.9	11.4	5.9	-4.3	0.0
CC(C)C[C@@]12C(=O)N(c3cccc(Br)c3)C(=O)N1[C@H](c1ccc(F)cc1)[C@@H]1C(=O)N(C3CCCCC3)C(=O)[C@@H]12	-26.9	-17.4	13.2	11.2	-13.8	10.2	2.4	-3.3	0.7
COc1cc(/C=N/Nc2nc(=O)[nH]nc2C)ccc1O	-5.1	-10.9	-1.9	2.0	14.2	-4.2	3.5	-1.3	0.4
O=C(O)c1ccc(CS(=O)(=O)c2ccc(Br)cc2)cc1	-8.6	-2.7	-17.0	0.1	-10.7	18.2	8.8	-0.6	0.6
Cc1onc(-c2c(Cl)cccc2Cl)c1C(=O)N1CCN(c2ncccn2)CC1	-16.6	2.4	-5.0	1.3	-7.5	21.3	6.4	-1.5	3.2
O=C1CCCC2=C1C(c1ccsc1)CC(=O)N2c1nnc(SCc2ccccc2)s1 (stereo not given)	-13.8	.	-0.4	2.5	-6.2	16.7	-5.4	-7.0	1.1
Cc1cc(N2CCOCC2)nc2ccc(NC(=O)CCC(=O)N3CCC(C)CC3)cc12	-6.1	6.0	-4.5	5.2	-1.0	11.5	4.7	-7.1	1.1
Cc1cn([C@H]2C[C@H](O)[C@@H](CCC(=O)NCCc3cccs3)O2)c(=O)[nH]c1=O	-11.4	.	-34.7	0.2	-26.1	24.3	8.7	-2.2	1.0
COc1cc2c(=O)n(Cc3ccco3)c(=O)n(CC(=O)c3ccc(Br)cc3)c2cc1OC	-4.8	-26.2	-2.8	8.2	2.5	-4.1	-2.9	-1.7	-0.1
Cc1ccc(NC(=O)c2cnn(-c3ccccc3)c2NC(=O)c2ccco2)cc1	-21.3	-25.2	-6.8	1.0	7.6	-5.1	5.7	-2.9	0.1
COc1cc(NC(=O)C2CC(=O)N(Cc3ccco3)C2)cc(OC)c1 (stereo not given)	-1.6	0.1	-12.3	0.7	-4.9	8.9	10.6	-0.1	0.5

Copied from the list:
`Cc1cn([C@H]2C[C@H](O)[C@@H](CCC(=O)NCCc3cccs3)O2)c(=O)[nH]c1=O` in CHO-K1 Ca antag → -26.1
`O=C1CCCC2=C1C(c1ccsc1)CC(=O)N2c1nnc(SCc2ccccc2)s1` (stereo not given) in CHO-K1 Ca antag → -6.2
`O=C(O)c1ccc(CS(=O)(=O)c2ccc(Br)cc2)cc1` in CHO-K1 Ca PAM → 18.2

Continued.
SMILES	TAAR1 antag	CHO parental Ca	M1 antag	TAAR1 ag	CHO-K1 Ca antag	CHO-K1 Ca PAM	M1 PAM	M1 ag	M1 ag parental
CC(C)OC(=O)CSc1nnc(-c2ccc(O)cc2)n1Cc1ccccc1	-6.3	-13.7	14.2	6.3	4.6	-4.8	-1.6	2.0	0.3
Cc1cccc(NC(=S)N2CCC(NC(=O)c3ccco3)CC2)c1	4.0	-3.3	-6.4	1.3	-11.1	16.4	12.3	-7.4	0.1
Cc1cccc(NC(=O)C2CCCN2S(=O)(=O)c2ccc(F)cc2)c1C (stereo not given)	-5.1	-8.5	-6.5	5.0	1.0	0.7	3.3	-3.5	0.1
O=C(N/N=C/c1ccccc1)c1ccc(CN2C(=O)c3cccc4cccc2c34)cc1	31.4	-12.2	-7.7	0.2	-8.8	17.8	10.4	43.4*	1.2
COc1ccc(NC(=O)C2COc3ccccc3O2)cc1S(=O)(=O)N1CCOCC1 (stereo not given)	25.6	-8.2	-0.6	14.0	-9.3	0.8	-0.8	-2.3	4.0
Cc1ccc(S(=O)(=O)N2CCN(C(=S)NCc3ccc4c(c3)OCO4)CC2)cc1	-2.9	10.0	13.1	3.7	-5.9	4.0	-1.9	-2.2	5.1
COc1cc2nc(Nc3ccc(C)c(C)c3)nc(N)c2cc1OC	-2.5	-10.3	-14.6	2.0	-14.2	4.0	11.3	-5.0	2.1
COc1ccccc1NS(=O)(=O)c1cccc(C(=O)N2CCCCCCC2)c1	-2.0	-17.9	-9.6	0.7	-0.7	2.5	13.4	2.7	1.2
COc1ccc(NC(=O)c2cc3ccccn3n2)cc1	-8.3	-2.8	-19.8	-0.1	3.4	12.7	14.1	-0.2	0.3
Cc1ccc(-n2nnnc2SCC(=O)Nc2ncc(Cc3ccccc3Cl)s2)cc1	-3.0	-13.6	-14.9	1.3	-11.8	19.9	4.3	-6.0	-0.2
CCOCCSc1nc2c(c(=O)[nH]c(=O)n2C)n1CCCc1ccccc1	-10.9	-19.4	-4.3	2.9	-3.4	-4.2	6.0	-6.0	0.2
CC(C)Oc1ccc(C(=O)NCC(=O)Nc2ccc3c(c2)CCC3)cc1	-4.8	-26.4	-11.8	-1.2	-18.7	4.5	4.4	-6.9	-1.5
Cc1ccc(C)c(N2C(=N)S/C(=C\c3ccc(-c4ccccc4C(=O)O)o3)C2=O)c1	19.6	-8.8	-10.3	1.0	-7.5	22.1	8.3	-5.2	2.0
COc1cc(C=O)ccc1OCC(=O)NC(C)(C)C	1.6	8.0	-7.5	5.5	-3.3	9.3	7.2	-3.7	1.1
CNc1nc(NC#N)nc(SC)n1	-3.5	-9.4	1.9	0.5	-6.6	9.5	1.2	-3.2	0.2
COc1cc2oc(=O)cc(-c3ccc(-c4ccc(N(C)C)cc4)cc3)c2c(OC)c1OC	-23.7	-21.5	-6.5	-0.5	-14.5	1.7	0.3	-4.5	-0.4
c1ccc(CNc2nc(-c3cccnc3)cs2)cc1	5.4	-14.2	0.9	-1.2	-15.7	24.7	8.5	-10.2	2.0
CCN1CCN(C(=O)CCc2nnc(CCc3c[nH]c4ccccc34)o2)[C@@H](C)C1=O	-23.0	-18.4	-7.3	0.0	-18.5	-6.2	2.2	-2.5	1.1
CCOC(=O)C1(Cc2cccc(Cl)c2)CCCN(C(=O)c2cccnc2)C1 (stereo not given)	9.1	-21.3	-3.3	8.9	4.1	7.8	5.3	-9.1	3.2
Cc1cccc(NC(=O)/C(C#N)=C/c2ccc(Cl)cc2)n1	-12.7	-9.6	-5.8	0.3	-13.8	11.8	1.3	-1.8	1.6
COc1ccccc1N(CC(=O)Nc1ccccc1C(=O)NCC(C)C)S(C)(=O)=O	-6.1	-12.5	-11.4	0.2	-7.5	14.1	9.5	-1.1	0.2
CCOC(=O)N1CCN(C(=O)c2ccccc2NC(=O)COc2ccccc2C)CC1	39.1	-7.6	14.4	9.3	2.9	19.3	-15.4	-1.6	3.3
Cc1c(C(C)C)c(=O)n(-c2ccc(S(=O)(=O)NC3CC3)cc2)n1C	12.6	-3.4	2.6	9.9	23.3	-6.8	0.4	-9.4	0.5
COc1cccc(C(=O)Oc2ccc3ccc(=O)oc3c2)c1	-6.7	13.9	-10.1	7.8	-11.2	11.5	5.7	-6.1	0.7
Cc1ccnc(NC(=O)c2ccc(NC(=O)c3ccco3)cc2)c1	7.2	-18.0	2.0	15.9	-5.4	5.5	-6.5	-2.5	0.8
CC1(C)CC(=O)C2=C(C1)N(CC1CCCO1)C(=O)C2(O)C(F)(F)F (stereo not given)	12.7	-4.1	4.6	6.8	-1.5	21.8	6.3	-6.4	2.4
Cc1cc(C)n(C(=O)CNc2cccc(Cl)c2C)n1	-0.3	17.4	-23.2	18.6	-5.7	10.3	0.5	-3.1	0.3
CC(=O)Nc1cc(C(F)(F)F)ccc1OCC1CCCO1 (stereo not given)	-7.7	-16.0	-0.9	3.6	-3.0	14.9	-2.2	-3.3	0.2
O=C(/C=C/c1cccs1)N1CCN(c2ccc(O)cc2)CC1	-14.2	-7.8	7.9	10.4	12.5	-12.3	-9.7	-7.5	-0.2
O=C(NCc1ccccn1)c1cc(-c2ccccc2Cl)nc2ccccc12	3.7	-24.4	0.4	3.9	-1.8	10.6	3.2	-5.4	2.5
CCOc1ccc(NS(=O)(=O)c2cc(OC)ccc2OC)cc1	-19.1	-6.2	-21.4	7.9	-14.9	11.5	-0.5	-1.7	1.4
COc1ccc(CN2C(=O)CC(Cc3cc(C)cc(C)c3)C2=O)cc1OC (stereo not given)	1.1	1.4	-0.7	0.9	-6.6	16.4	-2.1	-7.7	1.2
CC(NC(=S)NC1CCCCC1)C(c1ccccc1)N1CCOCC1 (stereo not given)	-7.5	-27.3	-4.4	9.8	-3.5	-6.0	1.8	-14.0	-0.2
O=c1oc2ccccc2cc1-c1nnc(NCc2ccco2)s1	-0.3	10.0	-10.4	3.1	5.8	0.9	9.5	-3.1	0.7
CCOc1ccc(S(=O)(=O)/N=C(/Nc2ccc(OC)cc2)c2ccccc2)cc1	-19.0	-29.0	-7.7	-0.9	-7.9	7.5	6.5	-2.3	-0.1
O=C1C2CC3N1CCC31c3ccccc3-n3c1c2ccc3=O (stereo not given)	-11.4	.	-13.0	5.5	-12.2	12.3	3.4	0.4	0.5

High-throughput results as filed in PubChem BioAssay.
